# S2 tox – viability counter-screen for ATXN expression inhibitors; S2 cells (HEK-293 line with an ATXN2-luciferase reporter) viability, CellTiter-Fluor protease fluorescence, 24 h; 400,000 compounds, 0.49% hits; Potency, µM (top dose mostly 56.7 µM), actives largely listed as cytotoxic; also: potency is read from the fitted curve at half-maximal effect; nearly all actives have a fitted effect of over 40% in size
# TGFb inhibitor – blocks TGF-b signaling; 410,000 compounds, 1.2% hits; AID 588855; HepG2 CAGA-GFP TGF-b/SMAD3 reporter, GFP fluorescence, 18 h; TGF-beta stimulated, 500 pg/mL final; Potency, µM (series often up to 46.1 µM), without a hit: at the highest dose activity, negative = inhibition, actives largely listed as inhibitors; also: potency is read from the fitted curve at half-maximal effect; % is scaled to controls: 0 for no effect and ±100 for the full control effect; nearly all actives have a fitted effect of over 65% in size
#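 HEPG2 CAGA-GFP, 1000 cells/well; 2 h settle, 37 C; cpd via pin tool; TGF-b 500 pg/mL final; 18 h, 37 C; GFP imaging ex488/em500-530; %Activity normalised to -TGF-b and +DMSO controls; CRC fit, curve class.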
# Nrf2 ARE act – activators of Nrf2 (ARE) signaling. AREc32 ARE-luciferase reporter (MCF7-derived line), luminescence, 24 h. AID 624171. Potency, µM (highest dose often 46.1 µM), for inactives: at the top dose activation, hits mostly activators. 410,000 compounds, 0.31% hits; also: potency is read from the fitted curve at half-maximal effect; % of control where 0% means no effect; nearly all actives have a fitted effect of over 65% in size
#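 Nrf2 activation is followed as ARE-luciferase induction in the AREc32 line after one day of compound treatment; luminescence is read with Steady-Glo.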
# HepG2 viability – counter-screen for TGF-b inhibitors: cytotoxicity in HepG2 cells. AID 588856. 410,000 compounds, 0.76% hits. Potency, µM (top dose mostly 46.1 µM), inactives show top-dose activity change, negative = cytotoxicity, hits mostly cytotoxic. HepG2 CAGA-GFP viability, ATP luminescence, 18 h; also: potency is read from the fitted curve at half-maximal effect; some results filed as inactive show a strong effect at the top dose
#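 HepG2 CAGA-GFP cells (1000/well, DMEM with 1% FBS) received compound, then TGF-beta at 500 pg/mL final, and were incubated 18 hours at 37 degrees C. Viability was read by CellTiter-Glo luminescence. Media-only wells were set as complete cell-killing and DMSO as no toxicity.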
# A549 viability – kills or reduces viability of A549 cells in Nrf2 counter-screen; 390,000 compounds, 0.16% hits; Potency, µM (top dose mostly 46 µM), for inactives: at the highest dose activity change, negative = cytotoxicity, usual class: inhibitors; A549 ARE-Fluc cells, CellTiter-Fluor viability, 18-24 h; also: potency is read from the fitted curve at half-maximal effect; % is scaled to controls: 0 for no effect and ±100 for the full control effect
#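 Cytotoxicity counterscreen: CellTiter-Fluor fluorescence was measured in A549 ARE_Fluc cells after 18-24 h of compound exposure in a concentration series. The subsequent BugLite luminescent read reports ARE-luciferase activity.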
# IL-2 act – IL-2 activation. IL-2 activation reporter assay, cell-based qHTS; stimulated with anti-CD3/CD4/CD28 beads; in transgenic mouse T cells. activation, % (series mostly up to about 46 µM). 360,000 compounds, 0.065% hits; in the data active = activation above about 50%; inconclusive = mostly about 30% to 49%; also: 0% is about no effect
#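 Unstimulated transgenic mouse T cells; 60-min compound exposure; bead-based TCR/CD4/CD28 stimulation; 18 h culture, 37 degrees C; dual fluorescence (EGFP, DsRed) plate cytometry.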
# ATXN2 expr inh – ATXN2 expression inhibition; 360,000 compounds, 0.72% hits; AID 1745845; Potency, µM (titrated, usually from 57 µM), inactives show at the highest dose activity change, negative = inhibition, usual class: inhibitors; HEK-293 ATXN2-luciferase reporter, luminescence, 24 h; also: potency is read from the fitted curve at half-maximal effect; % is scaled to controls: 0 for no effect and ±100 for the full control effect; nearly all actives have a fitted effect of over 55% in size
#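 ATXN2-luciferase reporter cells (luciferase flanked by upstream and downstream ATXN2 gene portions) were treated 24 h at 37 °C with compounds at up to 57 uM. SteadyGlo luminescence gave expression; GF-AFC fluorescence gave viability.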
# Nrf2 block – Nrf2 pathway inhibition | 360,000 compounds, 2.1% hits | A549 ARE-Fluc reporter, luciferase luminescence, 18-24 h | Potency, µM (doses to about 46 µM), without a hit: top-dose activity change, negative = inhibition, usual class: inhibitors | AID 504444; also: potency is read from the fitted curve at half-maximal effect; % is scaled to controls: 0 for no effect and ±100 for the full control effect; nearly all actives have a fitted effect of over 60% in size
#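 A549 ARE_Fluc cells (5000/well, 5% FBS OPTI-MEM) pre-incubated 2 h, then treated with compounds 18-24 h at 37C/5% CO2 in concentration-response. CellTiter-Fluor viability read first; BugLite luciferase luminescence after 15 min at room temperature gives Nrf2 activity.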
# EPAC2 ag – agonists of human EPAC2 (RAPGEF4). Q8WZA2. EPAC2 activation, biochemical qHTS; response scale: 100% = 6.5 mM cAMP response. AID 720711. 360,000 compounds, 0.079% hits. Potency, µM (titrated, usually from 154 µM), for inactives: at the top dose activation, usual class: activators; also: potency is read from the fitted curve at half-maximal effect; nearly all actives have a fitted effect of over 50% in size
# Target sequence (Q8WZA2 whole entry, looked up): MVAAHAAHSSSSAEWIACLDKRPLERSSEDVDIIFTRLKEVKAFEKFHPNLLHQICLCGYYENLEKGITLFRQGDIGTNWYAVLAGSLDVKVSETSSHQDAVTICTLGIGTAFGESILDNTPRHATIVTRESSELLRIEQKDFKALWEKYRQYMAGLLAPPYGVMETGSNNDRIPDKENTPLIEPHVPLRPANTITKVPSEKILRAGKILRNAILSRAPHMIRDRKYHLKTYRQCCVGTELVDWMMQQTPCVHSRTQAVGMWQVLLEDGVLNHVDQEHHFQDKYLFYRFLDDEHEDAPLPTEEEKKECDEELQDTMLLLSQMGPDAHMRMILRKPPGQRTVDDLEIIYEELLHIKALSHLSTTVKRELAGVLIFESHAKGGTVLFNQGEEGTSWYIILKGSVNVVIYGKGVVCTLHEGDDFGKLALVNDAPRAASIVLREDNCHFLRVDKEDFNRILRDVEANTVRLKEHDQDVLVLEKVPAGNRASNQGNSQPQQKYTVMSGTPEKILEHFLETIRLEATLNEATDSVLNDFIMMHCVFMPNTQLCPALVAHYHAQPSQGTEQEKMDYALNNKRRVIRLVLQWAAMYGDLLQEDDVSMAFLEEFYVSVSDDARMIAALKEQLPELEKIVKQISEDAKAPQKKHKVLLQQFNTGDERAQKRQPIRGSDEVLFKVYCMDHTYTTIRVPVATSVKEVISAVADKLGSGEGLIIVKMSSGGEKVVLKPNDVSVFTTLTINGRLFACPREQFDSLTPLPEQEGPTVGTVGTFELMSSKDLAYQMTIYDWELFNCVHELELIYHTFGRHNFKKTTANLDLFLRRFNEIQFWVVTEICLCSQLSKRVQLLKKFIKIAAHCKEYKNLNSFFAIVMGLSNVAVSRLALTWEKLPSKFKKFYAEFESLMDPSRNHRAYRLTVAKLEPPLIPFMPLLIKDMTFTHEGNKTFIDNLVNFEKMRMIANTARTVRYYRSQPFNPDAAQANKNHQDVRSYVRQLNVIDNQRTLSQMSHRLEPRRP
#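 Fluorescence exchange assay: 100 nM EPAC2 with 250 nM RAP1B-BODIPY-GDP and 50 uM GDP; compounds tested as a concentration-titration series (qHTS). Loss of Rap1-bound BODIPY-GDP fluorescence read at 480/540 nm; data normalized to 6.5 mM cAMP.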
# The depositor's hits bear a star; i = inactive; ? = inconclusive; nt = not tested or not shown; [ ] = another dose, or the depositor's remark. Unless noted, calls follow the shape of the dose curve; as a rule, active = well fitted curve in the direction sought with a large enough effect; inconclusive = small, poorly fitted or top-dose-only effect, or another doubt; inactive = no such curve, though single readings can be large; an effect the other way counts as inactive or inconclusive. These rows are one share of the data (hit frequency here may not be typical).
SMILES,S2 tox,TGFb inhibitor,Nrf2 ARE act,HepG2 viability,A549 viability,IL-2 act,ATXN2 expr inh,Nrf2 block,EPAC2 ag
COC(=O)C1=C(c2ccccc2OCc2ccccc2)C[C@@H]2CC[C@H]1N2C(=O)NCCOc1ccccc1Cl,?,?,0.3%,-60%,?,-3.9,?,?,10%
CCc1ccc(N2C(=O)NC(=O)/C(=C\c3cccn3CCOc3ccc(C(C)C)cc3)C2=O)cc1,?,2%,-0.3%,1%,?,1.3,-26%,?,-9%
Cn1c(O)c(C=NCCCNC2CCCCC2)c(=O)n(C)c1=O,i,14%,0.0%,-8%,-1%,1.7,1%,0%,4%
COC(=O)C(NC(C)=O)(Nc1nc2c(C)cc(C)cc2s1)C(F)(F)F (stereo not given),i,-9%,-0.5%,-16%,?,-0.4,-28%,?,-2%
N#Cc1ccc(OCC(=O)N2CCN(Cc3ccc4c(c3)OCO4)CC2)cc1,i,-7%,0.1%,-6%,1%,-0.1,7%,-13%,3%
CCOc1c(Cl)cc(CNCCc2c[nH]c3ccccc23)cc1OC,nt,?,-0.8%,-103%,0%,-0.1,nt,25%,7%
Nc1cc(C(=O)Nc2ccccc2F)ccc1N1CC2CC(C1)c1cccc(=O)n1C2 (stereo not given),?,-2%,-0.5%,2%,nt,-0.8,nt,nt,14%
CCC1(C(=O)c2ccc(C)cc2)C2c3ccccc3OC(=O)C21C(=O)O (stereo not given),i,-13%,0.0%,2%,-6%,0.1,35%,-3%,4%
O=[N+]([O-])c1ccc(N2CCCC(C(F)(F)F)C2)c2ccncc12 (stereo not given),i,?,5.9%,-1%,-22%,-4.3,-29%,?,4%
CC1CN(CC(=O)c2ccccc2Cl)CC(C)O1 (stereo not given),i,2%,0.2%,-7%,-8%,1.0,5%,?,10%
CCOc1c(Cl)cc(CNc2ccc(S(N)(=O)=O)cc2)cc1OC,i,-20%,0.5%,-8%,-3%,0.0,-12%,?,10%
Cc1cccc(CN2CCCC(C(=O)c3cccc(OC(C)C)c3)C2)n1 (stereo not given),32µM*,?,6.4%,-52%,-3%,0.4,nt,-19%,0%
Cc1ccc(C(C)C)c(OCC(=O)N2CCN(Cc3nc4cc([N+](=O)[O-])ccc4n3C)CC2)c1,?,-5%,-0.3%,0%,0%,0.0,nt,?,0%
CC1(C)CCCN1CCC(C(N)=O)(c1ccccc1)c1ccccc1,i,18%,0.0%,-18%,0%,0.7,-11%,2%,6%
COC(=O)C1=C(c2c(C)noc2C)C[C@@H]2CC[C@H]1N2C(=O)N1CCCC1,i,2%,-1.2%,5%,-2%,1.2,3%,8%,-2%
COC(=O)c1ccc(CC(C(=O)c2ccccc2)N(C)C)cc1 (stereo not given),?,-3%,4.2%,-1%,2%,0.3,nt,?,12%
COc1cc2c(c(OC)c1OC)-c1ccc(O)c(=O)cc1[C@@H](NC(C)=O)CC2,?,?,0.4%,-13%,-17%,0.7,5%,3%,-1%
CCOc1ccc(C2SCC(=O)Nc3c2c(C)nn3C2CCOC(C)(C)C2)cc1 (stereo not given),i,-16%,-0.3%,-20%,0%,0.1,11%,10%,1%
CC(=NCc1cccnc1)c1c(O)n(-c2ccccc2C)c(=O)[nH]c1=O,i,-15%,0.2%,-3%,8%[1.84 µM],-1.1,-2%,-11%,-6%
CCOP(=O)(OCC)C(NC(=O)Cc1ccccc1)C(Cl)(Cl)Cl (stereo not given),i,-14%,-0.6%,8%,-2%,2.9,1%,1%,3%
Cc1ccc(NC(=O)c2ccc3snnc3c2)cc1,i,0%,4.1%,-11%,-1%,0.0,38%[activator],?,10%
Cc1nc2cc(C(F)(F)F)ccc2n1C1CCN(Cc2nnnn2Cc2ccc3c(c2)OCO3)CC1,i,?,-0.6%,-37%,3%,-1.3,-26%,?,4%
Cc1cc(Cc2c(O)[nH]c(=S)[nH]c2=O)ccc1OC(C)C,?,-1%,-0.5%,-3%,15%,2.0,nt,-8%,5%
CCOc1cccc(=NC2CCCCC2)c2c(C)n(C)c(C)c12,?,10µM*,7.2%,-10%,?,-1.0,?,16µM*,9%
CN1CCN(c2nc(N)cc(=O)[nH]2)CC1,i,1%,-1.0%,-8%,0%,1.6,nt,0%,0%
# Other structures.
SMILES,S2 tox,TGFb inhibitor,Nrf2 ARE act,HepG2 viability,A549 viability,IL-2 act,ATXN2 expr inh,Nrf2 block,EPAC2 ag
COc1ccc(CCN2CCCC(CN(C)C(=O)c3cc(C)oc3C)C2)cc1 (stereo not given),i,0%,0.3%,4%,-1%,-1.4,49%[activator],?,3%
Fc1ccc(C2NCCc3[nH]cnc32)cc1 (stereo not given),i,-28%,0.0%,-8%,8%,-0.2,0%,-21%,4%
COc1cc(C2NCc3ccccc3-n3cccc32)ccc1O (stereo not given),i,0%,1.8%,-7%,0%,-0.5,-3%,-2%,14%
O=C(c1ccc(Cl)cc1)C1CCCN(Cc2ccc3c(c2)OCCO3)C1 (stereo not given),i,0%,-0.4%,6%,13%,-0.6,?,0%,16%
COC(=O)C1=C(c2ccc(F)cc2OCc2ccccc2)C[C@@H]2CC[C@H]1N2C(=O)N1CCC(O)CC1,?,?,0.0%,-5%,-8%,0.7,-7%,-9%,2%
Cc1cccc(Cn2cccc(C(=O)Nc3cc(C)on3)c2=O)c1,i,?,0.1%,5%,0%,nt,5%,nt,nt
Cc1ccc(-c2nc3ccc(Cl)cc3n2OC(=O)N(C)C)cc1,i,-1%,3.2%,-2%,-10%,0.6,30%,?,-3%
CC(C)C[C@@H]1COc2cccc(N3CCN(C)CC3)c2S(=O)(=O)N1,?,nt,0.5%,nt,nt,0.8,1%,nt,5%
Cc1ccc(-c2nn(Cc3ccccc3)cc2C(=O)O)cc1,i,-3%,0.1%,-6%,-15%,0.0,nt,8%,1%
CC1=NOC2(C)Nc3ncnn3C(c3ccccc3)C12 (stereo not given),i,-2%,-0.3%,0%,-2%,-1.4,3%,5%,-7%
COc1cc(-n2c(=S)[nH]c3ccccc3c2=O)c(Cl)cc1Cl,?,?,3.4%,-6%,?,0.7,-19%,-23%,16%
Cc1ccccc1C(=O)Oc1cccc(Nc2ncnc3ccccc23)c1,i,-11%,-0.1%,-21%,-21%,-2.8,-27%,?,7%
Clc1ccc(C(Cn2ccnc2)OCc2csc3c(Cl)cccc23)c(Cl)c1 (stereo not given),nt,?,3.9%,-99%,?,-0.7,22µM*,?,8%
Cc1cccc(C)c1OP(N)(=O)OCC(F)(F)F (stereo not given),?,-25%,-0.6%,8%,-10%,-2.0,1%,2%,6%
CC(Cc1ccccc1)NC(=O)Cc1ccc(N(C)C)cc1 (stereo not given),i,0%,0.0%,14%,4%,-1.3,9%,11%,7%
COC(=O)C1=Nc2ccccc2/C1=C\c1c(O)n(C)c(=O)n(C)c1=O,i,0%,4.2%,-2%,-3%,0.6,-25%,1%,4%
CC1(C)CN=C(Nc2nc3ccccc3s2)S1,i,?,5.3%,-7%,-3%,0.7,39%[activator],?,6%
Cc1cc(NC(=O)c2noc3c2CCCCC3)no1,i,3%,2.9%,-22%,13%,-0.7,4%,?,2%
CCOc1ccc(CC2(CCc3ccncc3)C(=O)NC(=O)NC2=O)cc1,i,8%,1.3%,11%,14%,0.5,-2%[11.3 µM],-16%,4%
O=C(CN1CC=C(c2ccccc2)CC1)NC(=O)NCc1ccco1,i,-2%,2.3%,-1%,-8%,-2.5,2%,7%,3%
Cc1ccc(C2(O)CC(C)N(C)CC2C)cc1 (stereo not given),i,-11%,0.2%,7%,0%,0.7,-18%,nt,14%
COCCCNP1(=O)OCC(C)([N+](=O)[O-])CO1 (stereo not given),i,4%,0.3%,16%,14%,1.5,-14%,5%,-1%
CC(C(=O)c1ccc2ccccc2c1)N1CCCCC1 (stereo not given),i,1%,0.4%,-4%,8%,1.1,-33%,9%,10%
CCCCn1c(=O)c(C(=O)NC(C)c2ccccc2)c(O)c2ccccc21 (stereo not given),i,11%,-0.3%[9.22 µM],9%,8%,-2.2,5%,?,2%
O=C(O)C(O)(c1ccccc1)C1CCCCC1 (stereo not given),i,4%,-1.3%,-7%,1%,-0.4,4%,0%,6%
CN1/C(=C\C=Nc2ccccc2)C(C)(C)c2ccccc21,i,2%,0.1%,-6%,?,-2.8,-12%,-29%,3%
CCOC(=O)c1[nH]c(=O)c2ccccc2c1O,?,-20%,0.2%,8%,-3%,-1.0,0%,?,10%
C[N+]1(C)CCC(OC(=O)C(c2ccccc2)c2ccccc2)CC1,i,4%,0.3%,-11%,-2%,-0.1,-2%,-16%,6%
COCCCn1c(=O)/c(=C/c2ccccc2OC(F)F)s/c1=C(\C#N)C(=O)NCCOC,i,5%,11%,-2%,2%,1.1,-5%,7%,-2%
C/C(=N\NC(=O)c1ccccc1Cl)c1c(O)n(C2CCCCC2)c(=O)[nH]c1=O,i,-3%,0.0%,-7%,-2%,-0.4,6%,-4%,-3%

# Some entries already given with just A549 viability and TGFb inhibitor.
SMILES	A549 viability	TGFb inhibitor
CCOC(=O)c1[nH]c(=O)c2ccccc2c1O	-3%	-20%
C[N+]1(C)CCC(OC(=O)C(c2ccccc2)c2ccccc2)CC1	-2%	4%
COCCCn1c(=O)/c(=C/c2ccccc2OC(F)F)s/c1=C(\C#N)C(=O)NCCOC	2%	5%
C/C(=N\NC(=O)c1ccccc1Cl)c1c(O)n(C2CCCCC2)c(=O)[nH]c1=O	-2%	-3%

# Assay outcomes deposited in PubChem BioAssay by National Center for Advancing Translational Sciences (NCATS).
